hcGAS lum – blocks human cGAS activity; recombinant h-cGAS, ATP depletion, Kinase-Glo luminescence; inhibition, % at 12.5 µM; 0.081% of 290,000 active;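 further: 0% = vehicle reaction and 100% = reaction without DNA for no activity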
Target sequence (Q8N884 whole entry, looked up): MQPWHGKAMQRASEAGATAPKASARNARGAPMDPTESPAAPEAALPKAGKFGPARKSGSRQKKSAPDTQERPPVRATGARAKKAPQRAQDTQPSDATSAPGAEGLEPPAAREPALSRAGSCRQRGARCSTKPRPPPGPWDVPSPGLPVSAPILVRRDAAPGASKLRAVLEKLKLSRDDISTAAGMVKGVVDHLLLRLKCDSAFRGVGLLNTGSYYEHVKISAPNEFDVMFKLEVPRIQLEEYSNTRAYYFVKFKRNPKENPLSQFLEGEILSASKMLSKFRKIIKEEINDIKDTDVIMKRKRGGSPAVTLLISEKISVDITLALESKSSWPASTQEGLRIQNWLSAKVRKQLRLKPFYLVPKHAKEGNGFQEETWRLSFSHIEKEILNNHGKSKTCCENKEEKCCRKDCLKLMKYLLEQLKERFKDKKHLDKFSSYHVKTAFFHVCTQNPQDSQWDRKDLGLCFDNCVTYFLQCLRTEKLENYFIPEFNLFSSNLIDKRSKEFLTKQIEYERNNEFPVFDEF
NPYLR7 ag – activates Aedes aegypti NPYLR7 receptor | HEK293T NPYLR7/Galpha15, GCaMP6s calcium fluorescence | activation, % at 10 µM | 0.15% of 270,000 active | AID 1259423; in the data active means activation above about 40%;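 further: 0% = vehicle and 100% = reference agonist at the receptor; some compounds past the cut are filed as inactive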
mcGAS lum – blocks mouse cGAS activity; Q8C6L5; recombinant cGAS, Kinase-Glo ATP depletion luminescence; inhibition, % at 12.5 µM; 0.15% of 160,000 active; AID 1259399;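 further: 0% = negative control wells and 100% = reference inhibitor with no enzyme activity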
* = called active by the depositor; x = not tested or not shown; & = joins results of further samples. Unless noted, no stated cut-off is given here; in the data, active means inhibition above about 40%; inactive means the rest. Outcome played no part in choosing rows; any-hit rate near 0.27%.

structure	hcGAS lum	NPYLR7 ag	mcGAS lum
CC(C)c1ccc(CN2CCC2(C)C(=O)Nc2cccc(Oc3ccccc3)c2)cc1 (stereo unspecified)	2	5	x
O=C1CC2CS(=O)(=O)CC2N1c1cccc(C(F)(F)F)c1 (stereo unspecified)	2	-1	-7
O=C(CSc1ccccc1)N1CCc2onc(-c3ccc(Cl)cc3)c2C1	-10	8	x
Cc1ccc(C)c(OCCN(C)C(=O)CC2COCCN2)c1 (stereo unspecified)	-4	-1	-3
COCc1ccccc1CNS(=O)(=O)c1cccc(Cl)c1C	-5	2	x
S=C(NCC1CCCO1)NN=Cc1cc2c(cc1Br)OCO2 (stereo unspecified)	-2	0	x
Cn1cc(NC(=O)NC2(c3ccccc3)CCC2)ccc1=O	-11	16	x
S=c1[nH]nc(-c2ccncc2)n1-c1ccc(Cl)c(Cl)c1	-4	13	-2
COc1ccc2cc(/C=C/C(=O)N3CCNC(=O)C3c3c(C)nn(-c4ccccc4)c3C)ccc2c1 (stereo unspecified)	-1	4	x
COCCOCC(=O)N1CCN(C(c2ccccc2)c2ccc(Cl)cc2)CC1 (stereo unspecified)	-3	-4	-5
CCc1nnc(SCc2ccc(CSc3nnc(CC)n3N)cc2)n1N	-5	-11	x
CC(C)CC(=O)Nc1nc(C(F)(F)F)cs1	-7	-5	-17
CCc1nc2ccc(C(=O)N(C)CCN(C)C)cn2c1N(C)Cc1nccs1	-6	11	-5
Cc1ccc(C2(CC#N)CCOC(C(C)C)C2)cc1 (stereo unspecified)	-9	0	x
O=c1c2c(n3nnnc3n1-c1ccccc1)-c1ccccc1CC21CCCCC1	-5	2	x
CCCC(CCC)C(=O)N1CCN(c2ccc(NCc3ccccc3)nn2)CC1	-7	0	-8
COc1ccccc1C1CN(CCNC(=O)Cc2cccs2)Cc2ccccc2O1 (stereo unspecified)	-7	18	-10
COc1ccc(C)cc1C(=O)NCC1CCN(Cc2cccnc2)C1 (stereo unspecified)	3	-2	x
O=C(c1cccc2c1OCC2)N1CC[C@@H](c2ccc3c(c2)OCO3)[C@H](O)C1	-4	2	x
CCOc1ccccc1NC(=O)CSc1nc(=O)n(CCCN2CCOCC2)c2c1CCC2	-6	0	-9
Cn1c(=O)c2c(nc(CN3CCc4ccccc4C3)n2CCCO)n(C)c1=O	-3	1	-8
COc1cnc(N2C[C@H]3CC=CC[C@H]3C2)nc1	-7	2	x
CC(C)(C)c1cc(NC(=O)CN(Cc2ccccc2)C(=O)/C=C/c2ccc([N+](=O)[O-])cc2)n(-c2ccccc2)n1	-4	8	-3
c1ccc(-c2ncn(CC3CCNCC3)c2-c2ccc(-c3ccn[nH]3)o2)cc1	-3	19	x
O=C(NCc1ccccn1)C1CC=CCC1C(=O)N1CCc2ccccc2C1 (stereo unspecified)	0	-11	1
CCCCCCn1c(CN2CC(C)OC(C)C2)nc2c1c(=O)n(C)c(=O)n2C (stereo unspecified)	-2	7	-9
COCc1cc(C)nc(NN=Cc2ccc(-c3ccc(Cl)c(C(=O)O)c3)o2)c1C#N	-2	7	-4
COc1cccc(OCC(=O)NS(=O)(=O)C2=Cc3ccccc3CC2)c1	4	4	7
CCOc1ccc(C(c2c(O)cc(C)n(CCOC)c2=O)N2CCN(c3ccccc3F)CC2)cc1 (stereo unspecified)	-8	10	x
CCC(C)C(NC(=O)Nc1cccc(OC)c1)C(=O)Nc1nnc(-c2cccc(Br)c2)s1 (stereo unspecified)	-6	17	-6

A draw from above in order of SMILES length, lowest first:
structure	hcGAS lum	NPYLR7 ag	mcGAS lum
O=C(CSc1ccccc1)N1CCc2onc(-c3ccc(Cl)cc3)c2C1	-10	8	x
COc1cccc(OCC(=O)NS(=O)(=O)C2=Cc3ccccc3CC2)c1	4	4	7
O=c1c2c(n3nnnc3n1-c1ccccc1)-c1ccccc1CC21CCCCC1	-5	2	x

(continued)
structure	hcGAS lum	NPYLR7 ag	mcGAS lum
COC(=O)Cn1c(O)c(N=NC(=O)CNC(=O)c2ccccn2)c2ccccc21	-3	9	-5
COc1cccc(-c2nc3c(OCc4ccccc4)cccn3c2NC(C)(C)CC(C)(C)C)c1	-8&2	6	-6&0
CCN(CC)c1ncccc1CNC(=O)Nc1ccc2c(c1)OCO2	-7	5	x
CCOc1ccc(-c2cc3c(=O)n(CC(=O)Nc4ccc5c(c4)OCCO5)ccn3n2)cc1	0	4	0
CCCCN(CCCC)CCNC(=O)c1cnn(-c2cc(F)ccc2F)c1N	-7	1	x
CCC1CSC(Nc2ccccc2C(F)(F)F)=N1 (stereo unspecified)	-8&-5	-12&-3	-14
CC(C)CCN(CC(=O)Nc1cc(-c2ccccc2)nn1-c1ccc(F)cc1)S(=O)(=O)c1ccc(F)cc1	-3	0	1
CCOC(=O)CCCNC(=O)N1CCN(c2ccc(NC(=O)COC)cn2)CC1	0	2	-4
Cc1cc(C)n(CCNC(=O)CCNC(=O)c2ccccc2F)c(=O)n1	-1	-2	x
Cc1ccc(CSCC(=O)Nc2cc(C)on2)cc1	-2	-1	x
CC(C)c1ccc(NC2CCCN(C(=O)CN3C(=O)c4ccccc4C3=O)C2)cc1 (stereo unspecified)	-8	-5	-4
COc1cccc(-c2cc(C(=O)NCCN3CCCCC3)nc3cc(C(C)(C)C)nn23)c1	-3&-2	20&-8	-5&0
CCN(CC)C(=O)Oc1ccc2c(ccn2Cc2ccccc2)c1-c1cc(C)cc(C)c1	-4	1	-6
COc1ccc2c(c1)-c1sc(C(=O)N3CCc4cc(OC)c(OC)cc4C3c3c(F)cccc3Cl)cc1CC2 (stereo unspecified)	-12	21	-9
CCCn1c(SCCOc2ccc(OC)cc2)nc2ccccc21	1	-4	-1
CC(=O)N1CCC(C(=O)Nc2cccc(-c3cccc(-c4ccc(F)cc4F)n3)c2)CC1	-6	8	-4
CC(=O)c1cccc(NS(=O)(=O)c2cc(C(=O)Nc3ccccc3)ccc2Cl)c1	-8	-10	-6
COCCN(Cc1nc(C(=O)N2CCN(c3cccc(C(F)(F)F)c3)CC2)cs1)C(=O)Nc1ccc(OC)cc1	-10	18	-5
CC(C)(C)c1ccc(O)c(NC(=O)COc2cccc(S(C)(=O)=O)c2)c1	-6	4	x
Nc1nnnn1CC(=O)N/N=C\c1cn(Cc2ccc(Cl)cc2Cl)c2ccccc12	-2	-10	x
COCCCNC(=O)c1cc(-c2ccccc2OC)nc2cc(-c3ccccc3)nn12	1	15	-5
CC(C)(C)n1nc2c(c1NC(=O)c1cccs1)CSC2	-4	-1	-7
COc1ccc(NC(=O)c2sc(=O)n(Cc3ccc4c(c3)OCO4)c2C)cc1OC	-6	-1	x
Cc1ccccc1CSc1nnc(CNC(=O)Nc2cc(C(F)(F)F)cc(C(F)(F)F)c2)n1-c1ccc(Cl)cc1Cl	-18	-11	-6
O=C(OCn1nnc2ccccc2c1=O)c1sc2cc(F)ccc2c1Cl	-8	1	x
NC(=O)COc1cccc2c1CCCC2=O	-7	4	-11
CCN(CC)c1ccc2cc(C(=O)Nc3cccc(C)c3)c(=O)oc2c1	-3	4	-6
O=C(O)C12CC3(Br)CC(Br)(CC(Br)(C3)C1)C2	-9	1	x
CCn1ccnc1CN1CCOC(CCCc2ccccc2)C1 (stereo unspecified)	-2	-6	x
O=C(CN1CCN(c2ccc3c(c2)OCCO3)C1=O)NCCCn1ccnc1	-10	3	x

Remaining list, next part.
The line under a structure holds: hcGAS lum	NPYLR7 ag	mcGAS lum
> CC(=O)Nn1c(O)c(C2=c3cc([N+](=O)[O-])ccc3=NC2=O)sc1=S
  -1	2	-4
> CC(C)(C)c1ccc(-c2n[nH]c(=S)n2Cc2ccco2)cc1
  -5	-5	-7
> CC(C)n1ccc2c(cnc3ncnn32)c1=O
  -9	4	x
> CCCCCC(O)c1nnc(Nc2cc(OC)c(OC)c(OC)c2)s1 (stereo unspecified)
  -8	5	-6
> NC(=O)C(NC1CCC(OCC(F)(F)F)CC1)c1ccccc1 (stereo unspecified)
  -11	2	x
> CSc1ccccc1NC(=O)CSc1nnnn1-c1ccccc1
  -2	4	x
> COCCNC(=O)C1CCCN(C2CCN(Cc3ccc4occc4c3)CC2)C1 (stereo unspecified)
  -10	-1	-13
> COC[C@@H]1[C@@H](NC2CCN(C(=O)C3CC3)CC2)[C@@H]2CCO[C@H]12
  -8	x	-4
> CSCc1ccc(C(=O)N(C)CCc2nc3ccc(F)cc3[nH]2)o1
  -3	13	x
> C#CCOCC(O)CN(Cc1cccn1Cc1cccc(OC)c1)CC1CCCCC1 (stereo unspecified)
  1	0	-3
> O=S(=O)(Nc1ccc(-c2ccc(N3CCCCC3)nn2)cc1)c1cccs1
  -6	-2	-7
> CN(C)C(CNC(=O)N1CCc2ccc(F)cc21)c1ccccc1 (stereo unspecified)
  -2	-3	x
> O=C(NCCCN(C(=O)C1CCC1)C1CC1)c1coc2ccccc12
  -2	-4	x
> CC1c2cccn2CCN1S(=O)(=O)c1cc(C(F)(F)F)cc(C(F)(F)F)c1 (stereo unspecified)
  -6	-6	-8
> CCOC(=O)N1CCN(Cc2nc3c(c(=O)[nH]c(=O)n3C)n2CCc2ccccc2)CC1
  0	6	x
> Cc1cc(=O)[nH]c(-n2nc(-c3cccs3)cc2NC(=O)C23CC4CC(CC(C4)C2)C3)n1
  -2	9	x
> CC(=O)c1ccc(C(=O)N(CCCN(C)C)c2nc3ccc(Cl)cc3s2)cc1
  -5	-1	-7
> Cc1ccc(NS(=O)(=O)c2c(Cl)cccc2Cl)cc1S(=O)(=O)Nc1ccccc1F
  4	-5	-2
> CCOC(=O)C(=CN1N=C(OC(C)=O)C2(CC=C(C)CC2)C1=O)C(=O)OCC (stereo unspecified)
  -1	-3	x
> COc1ccc(OC)c(-c2cc(C(=O)NC(C(=O)N3CCN(C)CC3)c3ccccc3)no2)c1 (stereo unspecified)
  0	x	-3
> CC1CCc2c(sc3nc(SCC(=O)N4CCCC4)n(-c4ccccc4)c(=O)c23)C1 (stereo unspecified)
  -5	-6	-7
> CC(C)C(=O)N=C1N=C2C=CC(I)=CN2Cc2ccccc21
  -1	2	-4
> c1ccc(N2CCCC2)c(CNc2nc3ccccc3o2)c1
  -6	10	x
> COC(=O)c1sc2nc(C)cc(C)c2c1N
  -2	0	5
> Cc1c(C(=O)N(C)Cc2ccc(F)cc2)sc(=O)n1CC(=O)c1ccc(F)cc1
  -6	8	x
> COc1cc(-c2noc(CCN(CC(C)C)CC(O)COCC(C)C)n2)cc(OC)c1OC (stereo unspecified)
  -13	3	-4
> Cc1sc2ncnc(N/N=C\c3cccc(O)c3)c2c1C
  -7	3	x
> COc1ccccc1C1=NN(C(=O)CN2CCCC2)C(c2ccc(Cl)cc2)C1 (stereo unspecified)
  -5	1	-6
> O=c1c2ccccc2n(Cc2ccccc2Cl)c(=O)n1CCO
  -11	4	x
> Cc1cccc(C)c1NC(=O)NC(Cc1ccccc1)C(=O)Nc1nnc(-c2ccc(F)cc2)s1 (stereo unspecified)
  -5	10	-6

Some of the entries above, reformatted.
CCOC(=O)N1CCN(Cc2nc3c(c(=O)[nH]c(=O)n3C)n2CCc2ccccc2)CC1
- hcGAS lum: 0
- NPYLR7 ag: 6
- mcGAS lum: x

COc1ccc(OC)c(-c2cc(C(=O)NC(C(=O)N3CCN(C)CC3)c3ccccc3)no2)c1 (stereo unspecified)
- hcGAS lum: 0
- NPYLR7 ag: x
- mcGAS lum: -3

(cont.)
The line under a structure holds: hcGAS lum	NPYLR7 ag	mcGAS lum
> CC1(C(=O)NS(=O)(=O)c2ccc(F)cc2F)CCN1C(=O)C1(c2ccc(Cl)cc2)CCC1 (stereo unspecified)
  -1	0	x
> Cc1ccn2c(NC(C)(C)C)c(-c3cccc(OS(=O)(=O)c4cccc5ccccc45)c3)nc2c1
  -13	-3	-7
> c1ccc2sc(SN3CCOCC3)nc2c1
  0	-18	x
> CCCC1=C(C(=O)OCC)C(c2cc(OC)c(OC)c(OC)c2)NC(=O)N1 (stereo unspecified)
  3	-5	x
> CC(=O)O[C@H]1CC[C@@]2(C)C(C[C@H](OC(C)=O)[C@@]3(C)C4=CC(=O)OC(c5ccoc5)[C@]4(C)CCC23)C1(C)C (stereo partly specified)
  -4	-4	-4
> COCCCNCC(=O)NCC(=O)Nc1cccc(C)c1
  0	-5	-4
> N#CC1(NC(=O)COc2ccc(C(=O)c3ccccc3)cc2)CCCCC1
  5	-3	-1
> O=[N+]([O-])c1ccc(NC(c2ccccn2)c2c[nH]c3ccccc23)cc1 (stereo unspecified)
  -3	3	x
> O=C(c1ccc(Cc2ccccc2)o1)N1CCN(c2cccc3[nH]ccc23)CC1
  -5	-3	-4
> Cc1cc(C)c(S(=O)(=O)Nc2cc(F)cc(F)c2)c(C)c1
  1	2	x
> CC(C)C(=O)N1N=C(c2ccc(NS(C)(=O)=O)cc2)CC1c1ccccc1F (stereo unspecified)
  -10	x	-9

Looked up one by one from the entries so far:
The line under a structure holds: hcGAS lum	NPYLR7 ag	mcGAS lum
> O=C(c1ccc(Cc2ccccc2)o1)N1CCN(c2cccc3[nH]ccc23)CC1
  -5	-3	-4
> CC(C)C(=O)N1N=C(c2ccc(NS(C)(=O)=O)cc2)CC1c1ccccc1F (stereo unspecified)
  -10	x	-9

From PubChem BioAssay
